Screening results: PubChem, several laboratories
RSV antiviral HEp-2 = RSV antiviral activity via CPE protection, HEp-2 cells, primary 10 µM value included (AID 2391); HEp-2 cells, RSV-induced CPE inhibition; higher % means a stronger effect; CPE inhibition, % at 10 µM; hits with a dose series show IC50 in µM; hit rate 0.13% among 310,000; in the data active means a potency from the dose series; inconclusive means CPE inhibition mostly from about 23% at the one dose, without a potency; inactive means the rest, 99 in 100 with CPE inhibition below about 21%; further: strong numbers were not always called active
AID2073 = inhibitors of Mint1-CaV2.2 protein interaction, biochemical, HTRF (AID 2073); HTRF protein-protein interaction, Mint1-CaV2.2; higher % means a stronger effect; inhibition, % at 20 µM, or IC50 in µM where a hit was titrated; hit rate 0.19% among 290,000; in the data active means inhibition mostly above about 51%, no sharp cut-off; inconclusive means no clear call, values can overlap the other calls; inactive means mostly below about 53%; further: some results filed as inactive read as strong as hits
SIAH1 antagonists = blockers of Siah-1 interaction with plectin peptide – biochemical, fluorescence polarization, rhodamine-plectin, uHTS, primary screen (AID 1817). Siah-1 / rhodamine-plectin peptide fluorescence polarization; higher % means a stronger effect. one-dose displacement, % at 20 µM; IC50 in µM for titrated hits. hit rate 0.02% among 290,000;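 active means displacement of at least 50% at 20 µM, with a fluorescence ratio check between 0.3 and a set limit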;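 further: plate controls were Siah plus tracer with DMSO for no effect and tracer alone without Siah for full effect; strong numbers were not always called active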
MgcRacGAP inhibition = MgcRacGAP GTPase-activating activity inhibitors, confirmation, biochemical, ADP Hunter fluorescence; MgcRacGAP-stimulated Rac1 GTP hydrolysis, ADP Hunter fluorescence; higher % means a stronger effect; GST-tagged Rac1 F28L mutant substrate; inhibition, % at 30 µM, or IC50 in µM where a hit was titrated; hit rate 0.6% among 340,000;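 active means first-screen hits whose inhibition reached a set limit at any dose in the follow-up dose series; inconclusive means inhibition above the set first-screen limit but never retested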;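 further: fluorescence reports GDP produced by GAP-driven GTP hydrolysis; strong numbers were not always called active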
HIV peptide binding = inhibitors of HIV fusion peptide binding, primary screen, biochemical, uHTS, fluorescence dequenching (AID 1986) | cell-free peptide binding, fluorescence dequenching, 30 min; higher % means a stronger effect | one-dose inhibition, % at 20 µM; IC50 in µM for titrated hits | hit rate 0.3% among 290,000; in the data active means inhibition mostly above about 52%, no sharp cut-off; inactive means mostly below about 76%; further: some results filed as inactive read as strong as hits
SV40 large T antigen = SV40 large T antigen inhibitors, biochemical (AID 1903). SV40 large T antigen ATPase/helicase inhibition assay; higher % means a stronger effect. inhibition, % at 20 µM; hits with a dose series show IC50 in µM. hit rate 0.39% among 310,000; in the data active means a potency from the dose series; inconclusive means inhibition mostly from about 32% at the one dose, without a potency; inactive means the rest, 99 in 100 with inhibition below about 32%; further: strong numbers were not always called active
XIAP displacement = XIAP antagonists, biochemical, IAP family, fluorescence polarization (AID 1018); displacement, % at 20 µM; hits with a dose series show IC50 in µM; XIAP BIR domain, fluorescence polarization peptide displacement; higher % means a stronger effect; hit rate 0.007% among 200,000; in the data active means displacement above about 50%; further: a part of the inactive calls stands beside numbers as strong as those of hits
LYP inhibition = PTPN22 lymphoid phosphatase activity blockers – biochemical, fluorescence intensity, uHTS (AID 1779). recombinant LYP phosphatase, fluorescence intensity; higher % means a stronger effect. one-dose inhibition, % at 11.5 µM; IC50 in µM for titrated hits. hit rate 0.054% among 290,000; in the data active means inhibition above about 50%;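 further: plate controls were vehicle with enzyme for no effect and no enzyme for full effect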
Dengue-2 NS5 capping = Dengue-2 NS5 methyltransferase inhibitors, primary screen, biochemical, confirmation dose response (AID 588689). hit rate 0.3% among 340,000. Dengue-2 NS5 methyltransferase capping enzyme assay, biochemical; higher % means a stronger effect. inhibition, % at 25 µM, or IC50 in µM where a hit was titrated; in the data active means a potency from the dose series; inconclusive means inhibition above about 29% without an active follow-up result
Active calls of the source: *; ? = inconclusive; . = no result given.

RSV antiviral HEp-2	AID2073	SIAH1 antagonists	MgcRacGAP inhibition	HIV peptide binding	SV40 large T antigen	XIAP displacement	LYP inhibition	Dengue-2 NS5 capping	compound
-1.7%	3%	7%	14%	0.7%	11%	.	-7%	-8%	CCO[C@@H]1OC(C(=O)NC2CC2)=C[C@H](C(C)(C)C)[C@H]1CCCO
0.0%	7%	5%	6%	0.4%	11%	-0.3%	-4%	3%	Cc1nc2cc3nc(C(F)(F)F)[nH]c3cc2[nH]1
7.2%	12%	4%	-1%	-1.5%	8%	-4.2%	4%	-4%	CCCCCOc1ccc(CSc2ncn[nH]2)cc1
-0.5%	-13%	2%	-5%	0.4%	-4%	-3.6%	0%	-6%	CCS(=O)(=O)N1CCC(c2nc(-c3ccc(C)cc3)no2)CC1
0.5%	12%	-3%	7%	-0.3%	2%	-8.9%	-1%	-7%	Cc1cccc(NC(=O)CC2NC3CCCCC3NC2=O)c1 (stereo not drawn)
-1.0%	13%	-1%	7%	4.9%	7%	-6.8%	-7%	4%	Cc1c(C(=O)Nc2ccc(OCc3ccccc3)cc2)cccc1[N+](=O)[O-]
-0.8%	-4%	15%	-4%	-0.5%	20%	-7.0%	-4%	-1%	CNS(=O)(=O)c1c(C)cc(C)c(N(C)S(=O)(=O)c2ccccc2)c1C
0.9%	14%	-3%	5%	-0.8%	-1%	-11%	-2%	11%	O=C(Nc1ccc(NC(=O)c2ccco2)cc1)c1ccc2c(c1)OCO2
3.9%	3%	-3%	7%	0.3%	4%	-10%	-2%	-2%	C[C@H](NC(=O)c1ccccc1Cl)C(=O)OCC(=O)N1CC2(C)CC1CC(C)(C)C2 (stereo partly drawn)
1.6%	-3%	3%	8%	0.1%	21%	.	-6%	-2%	CCOC(=O)c1ccccc1NC(=O)COC(=O)CCC(=O)c1ccccc1
0.9%	-3%	-1%	7%	-1.2%	-8%	-3.9%	-8%	-1%	CCC1(C)N(O)C(C)(C)C(c2ccc(OC)cc2)=[N+]1[O-] (stereo not drawn)
1.0%	-3%	-2%	4%	0.4%	.	-7.2%	-10%	0%	CSc1nc(C)cc(OCCO)n1
-0.9%	4%	9%	-1%	-1.3%	11%	-3.6%	0%	6%	CCS(=O)(=O)N1CCC(C(=O)NCc2cccc(OC)c2)CC1
0.3%	-1%	-2%	4%	-1.4%	9%	.	-9%	-10%	O=C(CCCc1ccccc1)NCc1ccccn1
0.4%	8%	11%	8%	6.4%	7%	2.1%	4%	4%	Cc1ccc(NC(=S)C2=C(O)c3ccccc3N(C)S2(=O)=O)cc1
1.1%	3%	-4%	7%	-2.6%	25%	.	-7%	-5%	CCn1cc(C(=O)NCCC(=O)NCCCO)c(=O)c2cc3c(cc21)OCO3
1.9%	1%	2%	7%	-0.9%	3%	.	-9%	-3%	CCN(CC)C(=O)c1ccc(COc2ccc(Cl)c(C)c2)o1
0.8%	-4%	0%	3%	-1.3%	2%	.	-5%	-9%	O=C1CC(C(=O)Nc2cccc(F)c2)n2c(nc3ccccc32)N1 (stereo not drawn)
-0.2%	6%	-2%	3%	-2.4%	1%	-9.3%	-8%	0%	O=C(Nc1ccc2c(c1)OCO2)C1CCCN1C(=O)Nc1cccc(F)c1 (stereo not drawn)
3.6%	-1%	-2%	?	-0.5%	22%	.	-7%	-2%	COc1ccc(CN2CCN(Cc3ccc(C(F)(F)F)cc3)CC2)c(OC)c1

4 compounds drawn at random from the list so far:
RSV antiviral HEp-2	AID2073	SIAH1 antagonists	MgcRacGAP inhibition	HIV peptide binding	SV40 large T antigen	XIAP displacement	LYP inhibition	Dengue-2 NS5 capping	compound
0.5%	12%	-3%	7%	-0.3%	2%	-8.9%	-1%	-7%	Cc1cccc(NC(=O)CC2NC3CCCCC3NC2=O)c1 (stereo not drawn)
1.1%	3%	-4%	7%	-2.6%	25%	.	-7%	-5%	CCn1cc(C(=O)NCCC(=O)NCCCO)c(=O)c2cc3c(cc21)OCO3
0.8%	-4%	0%	3%	-1.3%	2%	.	-5%	-9%	O=C1CC(C(=O)Nc2cccc(F)c2)n2c(nc3ccccc32)N1 (stereo not drawn)
0.9%	-3%	-1%	7%	-1.2%	-8%	-3.9%	-8%	-1%	CCC1(C)N(O)C(C)(C)C(c2ccc(OC)cc2)=[N+]1[O-] (stereo not drawn)

The results go on:
RSV antiviral HEp-2	AID2073	SIAH1 antagonists	MgcRacGAP inhibition	HIV peptide binding	SV40 large T antigen	XIAP displacement	LYP inhibition	Dengue-2 NS5 capping	compound
2.0%	9%	-2%	8%	-1.1%	-1%	.	-4%	-4%	O=C(O)/C=C/c1cn(Cc2ccccc2)nc1-c1cccnc1
-1.2%	4%	-8%	.	-4.8%	17%	-2.4%	2%	.	FC(F)(F)c1ccccc1NC(=S)NN=C1CCCCCC1
2.1%	10%	1%	4%	-3.1%	11%	-1.9%	-1%	2%	COc1ccc(N(C(=O)Cn2nnc3ccccc32)C2(C(=O)NC3CCCC3)CCCCC2)cc1
8.3%	1%	10%	6%	-2.2%	23%	-1.5%	0%	-6%	N#Cc1cc([N+](=O)[O-])ccc1NCCc1ccccn1
1.4%	5%	-3%	7%	1.6%	14%	.	-1%	-8%	CCC(c1nnc(SCC(=O)Nc2ccc(C(N)=O)cc2)n1Cc1ccccc1)N(C)C (stereo not drawn)
1.3%	6%	-3%	4%	-1.2%	6%	.	-5%	5%	CCCn1cc(S(=O)(=O)c2ccccc2)c(=O)c2cc(OC)c(OC)cc21
-0.8%	.	.	-1%	.	12%	.	.	-9%	Nc1nnc(SCC(=O)NC2CCCCCC2)s1
0.2%	-1%	3%	10%	-0.8%	.	-5.4%	0%	-5%	COc1ccc(-c2cc3c(=O)n(CC(=O)NC4CCN(Cc5ccccc5)CC4)ncn3n2)cc1
0.5%	4%	-2%	3%	3.4%	1%	-4.9%	56%*	3%	COc1ccc(C(C#N)(CCC#N)CCC#N)cc1OC
0.1%	5%	3%	8%	-0.7%	16%	.	-4%	-8%	CCOC(=O)c1ccccc1NC(=O)COC(=O)CSC(C)C(=O)Nc1cc(C)on1 (stereo not drawn)
3.5%	1%	0%	-2%	-0.1%	3%	-12%	-6%	0%	CCOC(=O)Cn1nc(C)c(NC(=O)c2cccc([N+](=O)[O-])c2)c1C
-1.1%	.	.	4%	.	23%	.	.	-1%	CC(C)(C)OC(=O)[C@H](Cc1ccccc1)NC(=O)c1nc[nH]c1C(=O)NCCCCCN
-0.5%	12%	1%	22%	0.9%	18%	-3.0%	-6%	1%	CC1CCN(CCOc2cccc(Br)c2)CC1
1.1%	25%	0%	0%	-0.2%	0%	.	-13%	2%	CCCn1c(CCNC(=O)c2ccco2)nc2ccccc21
1.6%	1%	3%	4%	-0.2%	4%	-4.1%	-3%	2%	O=C(Nc1cccnc1)NC1CCCCC1
5.5%	-13%	1%	9%	1.9%	22%	-2.3%	-1%	-10%	Cc1cc(/C=C2\SC(N)=NC2=O)c(C)n1-c1ccccc1
-0.5%	3%	-1%	2%	1.4%	-3%	-3.7%	-1%	-7%	Cc1cccn2c(CNCCCn3ncc4ccccc43)c(C(=O)N3CCCCC3)nc12
5.0%	-6%	0%	3%	0.2%	-5%	-5.5%	-7%	-11%	O=C(COC(=O)COc1ccccc1)Nc1ccc(OC(F)(F)F)cc1
0.7%	13%	0%	4%	0.4%	-2%	-11%	-5%	2%	O=C(/C=C/c1ccc(S(=O)(=O)N2CCOCC2)cc1)NCc1ccccc1
-1.8%	.	.	0%	.	4%	.	.	-1%	O=C(CN1C(=O)NC2(CCCC2)C1=O)N1CCN(c2ccccc2Cl)CC1
1.8%	-7%	3%	6%	1.5%	15%	.	2%	2%	CCCNC(=O)CN1C(=O)NC(CC)(c2ccc(F)cc2)C1=O (stereo not drawn)
3.0%	26%	-13%	12%	-0.6%	25%	.	-4%	-8%	COc1ccc(C2c3ccc(O)cc3Oc3ncn4nc(-c5ccccn5)nc4c32)cc1OC (stereo not drawn)
1.8%	6%	-6%	9%	0.3%	7%	-3.2%	2%	-7%	CC1(C)NC(=O)N(CC(=O)OCC(=O)Nc2cc(S(=O)(=O)N3CCCCCC3)ccc2Cl)C1=O
1.3%	5%	2%	-14%	1.9%	5%	.	-6%	1%	Cn1cc(CCC(=O)NCc2ccc(Cl)cc2)c2ccccc21
1.0%	-15%	-2%	22%	2.9%	>100µM*	-1.7%	-9%	-17%	CCOc1cc(C(c2c(C)[nH][nH]c2=O)c2c(C)[nH][nH]c2=O)ccc1O
14%	.	.	4%	.	15%	.	.	-4%	O=C(c1ccc(N2CCCC2)c([N+](=O)[O-])c1)N1CCc2ccccc2C1
3.4%	8%	7%	9%	0.0%	9%	.	-2%	-2%	Cc1ccccc1NC(=O)CCN1CCN(C)CC1
1.8%	.	.	8%	.	21%	.	.	4%	COCCNC(=O)Cn1cc(C(=O)c2cccs2)c2ccccc21
13%	-8%	2%	4%	-1.3%	10%	.	-6%	-3%	CCOC(=O)C1CCCCN1S(=O)(=O)c1ccc2c(c1)CC(C)N2C(=O)C1CCC1 (stereo not drawn)
4.9%	1%	-3%	1%	0.9%	0%	-5.9%	3%	1%	CSCCC(C(=O)N1C[C@]2(C)C[C@H]1CC(C)(C)C2)N1C(=O)c2ccccc2C1=O (stereo partly drawn)
1.7%	-2%	-1%	2%	-0.1%	0%	-4.1%	-2%	-1%	O=P(O)(CP(=O)(c1ccccc1)c1ccccc1)c1ccccc1O
1.3%	9%	-3%	10%	-0.4%	9%	.	4%	-3%	COC(=O)COc1ccc(NC(=O)c2ccco2)cc1
0.4%	-1%	-4%	3%	1.4%	8%	.	-7%	-3%	COc1ccc(NC(=O)NN2CCN(C)CC2)cc1
-0.8%	0%	3%	5%	-1.1%	6%	-3.5%	-3%	-2%	COc1cccc(NC(=O)Cn2c(=O)oc3ccccc32)c1
1.6%	-4%	-2%	3%	2.0%	2%	-8.5%	0%	-1%	O=C(CCCc1nc(-c2ccccc2Cl)no1)NC1CCCCC1
4.3%	26%	2%	8%	1.5%	-14%	.	-5%	-3%	Cc1ccnc(SCC(=O)Nc2sccc2C#N)n1
-1.7%	.	.	9%	.	8%	.	.	-6%	COc1ccccc1C(=O)COC(=O)CNS(=O)(=O)c1ccc(C)c(C)c1
-0.7%	-3%	-4%	8%	-2.9%	11%	-11%	1%	-1%	COC(=O)c1ccc(CO/N=C2\CCCc3nonc32)cc1
5.4%	13%	2%	14%	2.2%	4%	-4.8%	-5%	-6%	CCn1c(CCNC(=O)c2cccs2)nnc1SCC(=O)Nc1nc(-c2ccccc2)cs1
0.5%	3%	6%	.	-1.0%	-6%	3.5%	-7%	.	O=C(c1cc2ccccc2c(=O)o1)N1CCCC1
